hIAP activ – human IAP activators, primary screen, biochemical, luminescence, uHTS | purified human IAP, CDP-Star luminescence, 30 min; stronger effect = higher value; 1 = vehicle-only enzyme, 0 = enzyme-free background | activation factor at 10 µM | AID 2524, 2010 | actives 0.16% (n = 330,000) | Intestinal-type alkaline phosphatase (Homo sapiens), P09923;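 active = activation factor of the enzyme at least 2-fold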; also: the source names both 10 and 20 µM as test concentration; values of inactives mirror those of a sister screen read the other way
NR3A LBD binder – binders of NR3A ligand-binding domain, primary screen, biophysical, differential scanning fluorimetry, uHTS; Glutamate receptor ionotropic, NMDA 3A (GRIN3A) ligand-binding domain; NR3A LBD differential scanning fluorimetry, Tm shift; 0% = protein alone, 100% = glycine-bound protein; Tm shift relative to glycine control, % at 25 µM; actives 2.5% (n = 340,000);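 active = melting temperature shift of at least 10% of the positive control shift, at one fixed dose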
SENP6 block – SENP6 protease inhibitors, primary screen, biochemical, luminescence, uHTS. inhibition, % at 10 µM. Recombinant SENP6 catalytic domain, aminoluciferin luminescence. actives 1.8% (n = 330,000);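 active = inhibition above about 50% at the single tested dose, limit read from the data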;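 also: plate controls were DMSO wells with enzyme for no effect and DMSO wells lacking enzyme for full effect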
MPTP inh – mitochondrial permeability transition pore inhibitors, primary screen, biochemical, isolated mouse mitochondria, absorbance | Ca2+ swelling absorbance, 30 min | inhibition, % at 10 µM | actives 1.4% (n = 360,000);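 active = inhibition of 50% or more, scaled per plate between neutral and stimulator controls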;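 also: 0% = DMSO wells given calcium and 100% = 1 mM EGTA wells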
SENP1 inh – human SENP1 catalytic domain inhibitors, primary screen, biochemical, FRET, uHTS; Sentrin-specific protease 1 (Homo sapiens), Q9P0U3; recombinant SENP1 catalytic domain, CyPet-SUMO1-YPet FRET cleavage; inhibition, % at 10 µM; actives 0.21% (n = 360,000); AID 624204, 2012;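 active = inhibition at least 30% at 10 µM, raw YFP signal under a set limit, fluorescence ratio 0.5 to 1.5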;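 also: 0% = enzyme with DMSO and 100% = no enzyme wells; some results filed as inactive read as strong as hits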
Target sequence (Q9P0U3 419-644 limits assumed): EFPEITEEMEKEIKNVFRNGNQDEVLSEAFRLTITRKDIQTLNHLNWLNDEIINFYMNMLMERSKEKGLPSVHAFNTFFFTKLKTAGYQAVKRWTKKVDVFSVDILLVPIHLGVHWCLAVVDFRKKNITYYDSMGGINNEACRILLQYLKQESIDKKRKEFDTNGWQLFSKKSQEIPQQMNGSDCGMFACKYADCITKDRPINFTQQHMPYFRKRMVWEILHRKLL
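Material: hSENP1 catalytic domain, recombinant; medium: Tris pH 8 with BME, BSA, NP40 and catalase; compound: single concentration of 10 µM compound, 0.5% DMSO final; technique: FRET read of cyan and yellow fluorescence; timing: 50 min enzyme reaction, room temperature, light-protected; reagent: SFCypet-SUMO1-SFYpet substrate at 25 nM; control set: no-enzyme low, enzyme-DMSO high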
PfGluPho inh – PfG6PD enzyme inhibitors, primary screen, biochemical, fluorescence intensity, uHTS | AID 504690, 2011 | PfGluPho enzyme, NADPH resazurin-diaphorase fluorescence | actives 0.78% (n = 350,000) | inhibition, % at 20 µM;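 active = inhibition reaching at least a set limit at 20 µM in the primary screen, cut at about 59% in these data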;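 also: 0% = DMSO wells with substrate and 100% = DMSO wells lacking glucose-6-phosphate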
ATG4B inhibitor – ATG4B protease inhibitors, primary screen, biochemical, fluorescence, uHTS | inhibition, % at 8.33 µM | Cysteine protease ATG4B (Homo sapiens), Q9Y4P1 | actives 0.51% (n = 340,000) | ATG4B cleavage of LC3-PLA2, NBD-HPC fluorescence, 1 h; in the data active = inhibition above about 40%
Target sequence (Q9Y4P1 whole entry, looked up): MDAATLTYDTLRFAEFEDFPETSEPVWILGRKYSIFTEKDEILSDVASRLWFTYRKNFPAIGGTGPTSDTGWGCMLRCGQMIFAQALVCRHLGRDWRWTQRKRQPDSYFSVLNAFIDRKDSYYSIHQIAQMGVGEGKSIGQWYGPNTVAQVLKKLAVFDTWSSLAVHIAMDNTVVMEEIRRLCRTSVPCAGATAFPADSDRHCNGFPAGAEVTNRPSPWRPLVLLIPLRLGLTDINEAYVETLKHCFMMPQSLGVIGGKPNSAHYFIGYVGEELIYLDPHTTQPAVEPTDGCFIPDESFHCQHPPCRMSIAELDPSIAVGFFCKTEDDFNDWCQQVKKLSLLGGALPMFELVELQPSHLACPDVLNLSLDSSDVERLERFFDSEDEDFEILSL
SENP8 block – human SENP8 protease inhibitors, primary screen, biochemical, fluorescence, Nedd8 protein substrate, uHTS; recombinant SENP8; inhibition, % at 20 µM; actives 0.64% (n = 360,000); AID 602440, 2012; in the data active = inhibition mostly above about 40%, no sharp cut-off; inactive = mostly below about 27%
Target sequence (Q96LD8 whole entry, looked up): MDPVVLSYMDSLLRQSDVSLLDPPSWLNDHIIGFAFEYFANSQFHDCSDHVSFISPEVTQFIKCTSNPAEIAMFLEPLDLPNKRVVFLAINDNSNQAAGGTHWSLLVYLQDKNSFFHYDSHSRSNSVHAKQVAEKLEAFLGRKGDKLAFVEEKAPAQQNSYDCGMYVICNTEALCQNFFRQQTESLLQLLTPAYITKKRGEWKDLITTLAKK
* = called active by the depositor; . = no result given.

A first look, four compounds:
SENP8 block	hIAP activ	ATG4B inhibitor	NR3A LBD binder	MPTP inh	SENP6 block	PfGluPho inh	SENP1 inh	compound
7	1.2	0	6	0.8	-19	-24	-23	N#C/C(=N\O)c1nc2ccccc2s1
9	1.2	2	-1	-0.4	-17	0	-6	COC(=O)c1ccc(NC(=O)CCc2nnc3ccc(NCc4ccco4)nn23)cc1
-366	0.86	0	-3	10	3	-16	-15	CCCCc1ccc(-c2c(C#N)c(N)nc3c2CCCC3)s1
25	1.1	3	-1	-0.2	14	-12	0	N#C/C(=C\c1ccc[nH]1)C(=O)N1CCCCC1

Results, repeating the preview:
SENP8 block	hIAP activ	ATG4B inhibitor	NR3A LBD binder	MPTP inh	SENP6 block	PfGluPho inh	SENP1 inh	compound
7	1.2	0	6	0.8	-19	-24	-23	N#C/C(=N\O)c1nc2ccccc2s1
9	1.2	2	-1	-0.4	-17	0	-6	COC(=O)c1ccc(NC(=O)CCc2nnc3ccc(NCc4ccco4)nn23)cc1
-366	0.86	0	-3	10	3	-16	-15	CCCCc1ccc(-c2c(C#N)c(N)nc3c2CCCC3)s1
25	1.1	3	-1	-0.2	14	-12	0	N#C/C(=C\c1ccc[nH]1)C(=O)N1CCCCC1
12	1	-2	-2	0.2	10	8	2	Cc1ccc(NC(=O)c2cccc3ccccc23)cc1
-4	0.86	-4	-4	1.9	-1	12	-2	Cc1cc(C)c2c3c(sc2n1)C(=O)N(c1ccccc1)CC(=O)N3
-61	1	8	1	-0.1	-8	-2	-77	N#C/C(=C/c1cn(CC(=O)O)c2ccccc12)C(=O)NCc1ccccc1
24	1	0	-3	-0.3	10	19	1	COc1ccc(/C=N/NC(=O)c2ccoc2C)cc1COc1c(C)cccc1C
-10	.	.	.	0.4	.	5	-1	O=C(O)Cn1ccc2cc(S(=O)(=O)N3CCCCC3)ccc21
12	0.98	0	1	0.2	-12	11	0	Cc1ccnc2c1ccc1ccccc12
-1	0.97	12	-1	-5.4	-2	-11	1	O=C(c1ccco1)N1CCn2cccc2C1c1ccccc1 (configuration not stated)
9	.	-2	1	1.1	.	20	0	O=C1[C@@H](Oc2ccccc2)[C@@H](c2cccnc2)N1c1ccccc1
10	0.97	-1	-3	-0.9	-17	8	0	O=S1(=O)NC(=NCc2ccccc2)c2ccccc21
5	1.1	5	1	-2.3	-15	-8	1	CCn1cc(C(=O)OCC(=O)Nc2cccc(Cl)c2Cl)c(=O)c2ccc(C)nc21
6	0.97	-7	0	-0.8	-13	-5	1	O=C(CC1SC(N2CCCCC2)=NC1=O)Nc1cccc(C(=O)NCc2ccc(F)cc2)c1 (configuration not stated)
4	0.93	-10	-1	-0.3	-7	6	0	CC1CN(C(=O)C2(C)CC2(Cl)Cl)CC(C)O1 (configuration not stated)
20	0.78	-5	-2	-1.0	-14	2	1	Cc1nnc(SCc2nc3ccccc3nc2C)s1
18	0.81	-4	-3	-1.6	-9	41	4	COc1ccc(CNC(=O)c2ccc3c(c2)N(C)C(=O)CS3=O)cc1 (configuration not stated)
-6	1.1	0	2	-0.9	0	3	0	COCCNC(=O)c1ccccc1NC(=O)c1ccccc1N(C)S(=O)(=O)c1ccc(C)cc1
13	0.98	32	-1	0.2	6	15	2	C[N+]1(CC2COC3(CCCCC3)O2)CCCCC1 (configuration not stated)
5	1	-10	1	1.5	4	3	-13	O=C(COC(=O)c1ccc([N+](=O)[O-])o1)Nc1nc2ccccc2s1
9	1.1	-10	-1	0.8	3	18	1	CC(=O)c1cccc(NC(=O)CN(c2ccccc2F)S(C)(=O)=O)c1
-1	0.83	11	2	-1.8	6	-1	3	CCOc1ccc(C(=O)OCC(=O)Nc2cc(C)on2)cc1OCC
7	1	5	-2	0.2	5	-9	-1	Cc1nc2ncnn2c(C)c1CCC(=O)N1CCc2ccccc21
0	1	-7	-3	25	-4	-18	-2	O=C(COc1ccc(Cl)cc1)Nc1nnc(S(=O)(=O)N2CCCCCC2)s1
14	0.89	2	-1	0.4	7	-24	1	CC/C(=N/NS(=O)(=O)c1ccc(Cl)cc1)c1ccc(O)cc1
9	0.94	-11	2	0.3	0	0	1	Cc1ccc(C)c(OCC(=O)N(Cc2nnc(-c3ccccc3Cl)o2)C2CC2)c1
-298	1.1	-6	0	0.1	-1	10	0	CCCc1cc(=O)oc2cc(OC3CCCCC3=O)ccc12 (configuration not stated)
8	.	.	.	-0.8	.	10	0	COc1ccc(NS(=O)(=O)c2ccc(C)c(C(=O)NCc3ccccc3CN3CCCC3)c2)cc1
18	0.92	1	2	-0.7	-10	-9	-3	O=C(CN1C(=O)COc2ccccc21)NCCN1CCCC1
11	0.97	-6	-1	-0.1	-6	-13	1	Cc1cccc(OCc2nnc(SCC(=O)Nc3cccc(C(=O)N4CCOCC4)c3)n2C)c1
9	1	-3	1	0.4	-14	-8	-2	COc1ccccc1NC(=O)NCCN1CCNC1=O
13	1	20	0	-1.8	1	-14	0	O=C(NC(=S)Nc1cc(S(=O)(=O)N2CCOCC2)ccc1N1CCOCC1)c1ccco1
17	0.99	-5	-2	-3.6	-17	-2	2	Brc1nc(Br)n(Cc2ccccc2)n1
-47	0.98	-3	2	-1.0	6	6	0	CCc1cc(=O)oc2cc(C)c(CN3CCCC(C)C3)c(O)c12 (configuration not stated)
-234	0.91	-3	-10	-0.3	-10	-9	3	C/C(=N/NC(=O)c1ccc2c(c1)OCO2)c1ccc(NC(=O)c2ccc(F)cc2)cc1
-134	0.88	-3	1	14	66*	15	0	Cc1ccc(NC2=CC(=O)C(=O)c3ccccc32)cc1
22	0.96	-5	-1	0.4	-5	-14	1	CC(CCC(=O)O)C1CC[C@@]2(C)C3C(=O)CC4C(C)(C)C(O)CC[C@]4(C)C3C(=O)C[C@]12C (some centres not stated)
10	1.1	3	1	1.6	9	-7	-1	Cc1cc(C(=O)Nc2nnc(C3CCCCC3)s2)cs1
0	1	-4	-1	-0.8	0	-3	0	CC(C)n1nc(C(=O)NCCc2ccc(S(N)(=O)=O)cc2)c2ccccc2c1=O

Three entries already listed, ordered by the number in hIAP activ, low to high.
molecule	hIAP activ
Cc1ccc(NC2=CC(=O)C(=O)c3ccccc32)cc1	0.88
CC/C(=N/NS(=O)(=O)c1ccc(Cl)cc1)c1ccc(O)cc1	0.89
COc1ccccc1NC(=O)NCCN1CCNC1=O	1

Carrying on.
SENP8 block	hIAP activ	ATG4B inhibitor	NR3A LBD binder	MPTP inh	SENP6 block	PfGluPho inh	SENP1 inh	compound
4	1.2	-1	0	-1.1	-29	-21	1	O=S(=O)(Nc1ncccn1)c1ccc(NC(=S)Nc2ccccc2)cc1
8	.	-1	5	-0.9	.	-19	0	CNc1nc(N/N=C/c2cc([N+](=O)[O-])ccc2F)nc(Nc2ccccc2)n1
-185	1.6	.	.	0.2	2	.	6	CC(C)n1cc(/C=N/Nc2ccc(Cl)c(C(=O)O)c2)c2ccccc21
10	0.94	-14	-3	-0.7	-5	-1	1	COc1ccc(C(=O)Nc2ccc(S(=O)(=O)N3CCCCC3)cc2)cc1OC
14	0.83	-8	-13	1.8	-26	21	-6	Cc1ccc([N+](=O)[O-])cc1NC(=O)CN(C(=O)c1ccccc1Cl)C1CCCCC1
39	.	42*	22*	2.3	.	-18	-6	COc1cccc(/C=N/Nc2ccc(S(=O)(=O)Nc3ccccc3C(=O)O)cc2[N+](=O)[O-])c1O
4	1.1	-5	0	-0.5	0	-1	2	O=C(NCCC1CCCCN1S(=O)(=O)c1ccccc1)C(=O)NCc1ccccc1 (configuration not stated)
15	0.98	-3	0	-2.0	4	10	2	COc1cc(SC)ccc1C(=O)N1CC(C)OC(C)C1 (configuration not stated)
-4	0.91	-9	-4	-2.5	13	6	0	CC(=O)Nc1ccc(S(=O)(=O)N[C@@H](C)C(=O)OCC(=O)c2ccc(C)cc2)cc1
1	0.96	-1	326*	24	5	-6	1	COc1ccc(NC(=O)c2cc(-c3cc(C)ccc3O)n[nH]2)cc1Cl
-18	1.1	-3	-4	0.8	-16	-22	1	Cc1cc(NC(=O)CSc2n[nH]c(-c3ccc(Cl)cc3Cl)n2)no1
14	0.86	-8	0	-0.4	16	11	2	Cc1ccc(NC(=O)N2CCCC(c3ccccc3)C2)cc1 (configuration not stated)
13	1.2	4	1	-0.6	-22	-24	2	O=C(CNC(=O)c1ccccc1F)N/N=C/c1ccco1
14	1.1	-10	3	1.6	3	10	-1	Nc1cnccc1Oc1cccc(C(F)(F)F)c1
7	1.2	1	1	0.6	-19	14	2	CCOC(=O)N(C)c1ccc(C(O)(C(F)(F)F)C(F)(F)F)cc1
-20	.	.	.	-1.2	.	-1	-6	COc1ccc(S(=O)(=O)N(C)[C@H]2C[C@H]3c4cc(Oc5ccccc5C)ccc4CCN3C(=O)[C@H]2[C@H](C)O)cc1
9	1.1	-7	-1	4.7	84*	18	20	CN(C)c1ccc(C(=O)/C=C/c2ccccc2)cc1
23	0.8	-4	-12	0.6	0	-9	0	COc1ccc(CCN(C)Cc2ccc(OC)c(OCc3ccccc3)c2)cc1OC
15	.	.	.	-0.3	.	10	2	O=C1CC[C@@H](C(=O)N2CSC[C@@H]2C(=O)Nc2cccc(C(F)(F)F)c2)N1
11	1.1	-8	-2	-0.2	-31	-13	0	CC(=O)NC(Cc1ccc(F)c(F)c1)C(=O)NC1CCN(C(=O)c2ccc(C)cc2)CC1 (configuration not stated)
10	1	-5	-2	1.7	-15	-6	0	C=CCC1(C#N)C(=S)NC2=C(C(=O)CC(C)(C)C2)C1c1ccc(Br)cc1 (configuration not stated)
0	1.3	-3	0	-1.8	-1	6	-3	CC(C)Oc1ccc(C2c3c(oc4ccccc4c3=O)C(=O)N2CCCN2CCOCC2)cc1 (configuration not stated)
8	1.1	-20	1	0.1	-3	10	2	CN(Cc1ccccc1Br)C(=O)CN1C(=O)NC2(CCCCCC2)C1=O

Assay outcomes deposited in PubChem by Sanford-Burnham Center for Chemical Genomics.
